Compound activity as filed in PubChem.
PP1 counter = counter-screen for PP5 inhibitors: inhibitors of human PP1-alpha | 320,000 tested, 0.9% active | purified PP1alpha, OMFP fluorescence | P62136 | inhibition, % at 6.7 µM;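 active = inhibition above the mean inhibition of all tested compounds plus 3 SD, computed separately for each screening campaign, cut at about 15% in these data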
procasp3 activ = activators of human procaspase-3; activation, % at 8.5 µM; recombinant procaspase-3 D3A, Ac-DEVD-pNA absorbance 405 nm; P42574; AID 463141; 330,000 tested, 0.11% active;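 active = activation above the mean of all tested compounds plus 3 SD, cut at about 21% in these data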;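 also: 0% = DMSO alone and 100% = DMSO wells spiked with extra 5 µM PC-3 D3A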
Target sequence (P42574 whole entry D9A/D28A/D175A): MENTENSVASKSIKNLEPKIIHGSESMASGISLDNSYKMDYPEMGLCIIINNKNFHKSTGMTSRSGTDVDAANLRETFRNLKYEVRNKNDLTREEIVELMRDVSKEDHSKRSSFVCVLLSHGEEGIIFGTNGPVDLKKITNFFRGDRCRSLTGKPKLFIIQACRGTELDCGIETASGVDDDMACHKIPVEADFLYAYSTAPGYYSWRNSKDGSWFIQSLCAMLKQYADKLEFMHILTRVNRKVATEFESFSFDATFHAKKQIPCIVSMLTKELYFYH
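material = Procaspase-3 D3A mutant | probe or stimulus = Ac-DEVD-pNA | compound = single dose, 8.5 µM nominal compound, 0.8% DMSO | timing = 1 h preincubation, 2 h reaction | measured by = 405 nm absorbance of p-nitroaniline, reads at 0 and 120 min | benchmarks = DMSO-only low control, 5 µM PC-3 D3A high control | repeats = singlicate, each compound tested once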
Efflux pump mplx = antifungal efflux pump inhibition, Nile Red retention. 330,000 tested, 0.44% active. S. cerevisiae Candida pump triplex. inhibition, % at 10 µM;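 active = plate passing quality check with inhibition over a set limit, or well fluorescence over plate mean plus 4 SD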;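 also: Nile Red retained in pooled yeast measured as flow cytometry median fluorescence; 0% = buffer negative control and 100% = Enniatin B positive control; higher means more Nile Red kept so more efflux inhibition; some compounds called inactive have numbers as strong as hits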
HCV core dimer = blocks dimerization of HCV core protein | TR-FRET GST/Flag-core106 dimerization, 1536-well | inhibition, % at 5 µM | 300,000 tested, 0.33% active | AID 1899;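 active = inhibition above the mean of all tested compounds plus 3 SD, set per screening campaign, cut at about 45% in these data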
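Assay system: Tagged HCV core106 pair (GST and Flag) | Buffer or medium: KF-containing HEPES buffer, pH 7.45, DTT, CHAPS, BSA | Also added: Eu donor and XL665 acceptor anti-tag antibodies | Dosing: One concentration, 5 µM, in 0.5% DMSO | Timing: 4 h at 22.5 °C | Technique: TR-FRET 671 and 617 nm emission | Repeats: Singlicate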
PP5 inh = PP5 (human) phosphatase inhibition. P53041. purified PP5c, OMFP substrate fluorescence. inhibition, % at 6.7 µM. 320,000 tested, 0.18% active;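 active = inhibition above the campaign's mean inhibition across all tested compounds plus 3 SD, cut at about 9.5% in these data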;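 also: 0% = DMSO only and 100% = 100 µM cantharidin control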
Target sequence (P53041 whole entry, looked up): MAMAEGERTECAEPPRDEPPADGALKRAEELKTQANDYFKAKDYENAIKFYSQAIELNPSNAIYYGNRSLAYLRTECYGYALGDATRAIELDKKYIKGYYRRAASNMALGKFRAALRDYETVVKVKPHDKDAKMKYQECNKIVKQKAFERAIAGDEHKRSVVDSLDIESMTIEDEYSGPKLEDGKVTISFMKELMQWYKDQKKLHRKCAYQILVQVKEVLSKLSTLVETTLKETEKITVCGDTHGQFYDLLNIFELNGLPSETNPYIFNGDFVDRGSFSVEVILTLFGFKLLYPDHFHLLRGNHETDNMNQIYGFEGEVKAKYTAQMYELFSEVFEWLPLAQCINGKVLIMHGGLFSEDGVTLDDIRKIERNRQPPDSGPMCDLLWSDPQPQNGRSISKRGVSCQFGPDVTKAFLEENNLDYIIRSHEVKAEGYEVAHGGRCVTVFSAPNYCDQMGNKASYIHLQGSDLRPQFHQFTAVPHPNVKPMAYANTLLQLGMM
CTSL1 counter = blocks F. hepatica cathepsin L1 in PFM18AAP counter-screen. recombinant F. hepatica cathepsin L1, Z-Leu-Arg-MCA fluorescence. inhibition, % at 5.96 µM. 300,000 tested, 0.49% active;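 active = inhibition above the mean of all tested compounds plus 3 SD, set per screening campaign, cut at about 17% in these data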;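 also: 0% = plate median of test compound wells and 100% = 1 µM Z-Phe-Ala-diazomethylketone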
proCasp7 act = counter-screen for procaspase-3 activators: activators of human procaspase-7 | P55210 | recombinant procaspase-7, Ac-DEVD-pNA absorbance 405 nm; D23A/D198A/D206A triple mutant, cannot self-cleave; scale: DMSO 0, 5 µM enzyme 100 | AID 463210 | 330,000 tested, 0.093% active | activation, % at 8.5 µM;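 active = percent activation above the screen-wide mean plus 3 SD, cut at about 25% in these data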
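Assay system: Uncleavable procaspase-7 mutant enzyme; Input: 2 µM procaspase-7 mutant as dispensed; Also added: DEVD-pNA substrate; Medium: Zinc-free HEPES pH 7.4 with 300 mM NaCl, 0.01% Triton X-100; Timing: 1 h compound preincubation, 2 h substrate cleavage, 25 °C; Measured by: Epi-absorbance of released pNA at 405 nm, two timepoints.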
TPT1 inhibitor = blocks Candida albicans tRNA 2'-phosphotransferase | recombinant caTPT1, FP RNA substrate dephosphorylation | inhibition, % at 5 µM | 300,000 tested, 0.81% active;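 active = inhibition above the mean of all tested compounds plus 3 SD, set per screening campaign, cut at about 24% in these data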;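 also: plate controls were DMSO alone for no effect and ferristatin control at 100 nM for full effect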
JMJD2C inh = blocks human GASC-1 demethylase activity. Q9H3R0. GST-JMJD2C(1-420) H3K9me3 demethylation, DELFIA europium. inhibition, % at 2.35 µM. 330,000 tested, 0.069% active;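 active = more than half of a compound's replicate wells show inhibition beyond 50%, single wells judged on their own value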;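 also: signal counts dimethyl H3K9 product captured on neutravidin plate; 0% = median of DMSO wells and 100% = 0.3 times that DMSO median; strong numbers were not always called active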
The depositor's hits bear a star; · = no result given; & = joins results of further samples.

Screens in order – PP1 counter, procasp3 activ, Efflux pump mplx, HCV core dimer, PP5 inh, CTSL1 counter, proCasp7 act, TPT1 inhibitor, JMJD2C inh
- O=C(Nc1cccc(Cl)c1)/C(=C\c1cccnc1)NC(=O)c1ccco1
→ -2, -1, 0.0, 4, 1.2, 2, -1, 0, -3
- CCc1sc(C(=O)Nc2ccc(F)cc2C)cc1C
→ -2, 1, -0.1, -1, 0.6, 3, 4, -1, 7
- CCOc1cc(C(=O)OC(C(=O)NC(=O)NC)c2ccccc2)ccc1OCC(=O)N1CCOCC1 (configuration not stated)
→ ·, 1, 0.2, ·, ·, ·, -2, ·, -4
- Cn1cncc1C#Cc1ccc2cc(CCO)oc(=O)c2c1
→ -3, 4, -0.1, ·, -1.2, ·, -1, ·, 5
- COc1ccc(NC(=O)CCc2nnc3ccc(NCc4ccco4)nn23)cc1OC
→ 1, -5, 0.3, 7, -1.2, -3, -4, 3, 2
- COc1cccc(OC)c1C(=O)Nc1cccnc1
→ -3, 2, -0.1, 6, -1.7, 1, -2, 1, -5
- CNC(=O)c1[nH]cnc1C(=O)Nc1ccc(Cl)cc1
→ -3, 3, -0.1, -6, 2.0, 1, 5, -3, 3
- COc1ccc(Nc2nnc(-c3ccc(C(N)=O)cc3)c3ccccc23)cc1
→ -2, -4, 0.1, 0, 1.3, 1, -1, -2, -1
- COc1ccc(N2C(=O)CSC2c2cccc(F)c2)cc1 (configuration not stated)
→ 4, -6, 0.0, 1, 1.9, -4, -1, 0, -6
- COc1ccc(Cn2c(C)nc3c(c(=O)c4ccccc4n3C)c2=O)cc1
→ -4, 3, 0.0, 7, -0.6, 2, 10, -1, 12
- CCN(CC)CCCNC1CCS(=O)(=O)C1 (configuration not stated)
→ 3, 5, -0.1, -6, 1.5, -2, 4, -1, 0
- COc1ccc(OC)c(-c2csc(NC(=O)Cc3cc(OC)c(OC)c(OC)c3)n2)c1
→ 2, 6, -0.1, 12, 3.7, -2, 2, -2, 0
- COCCNC(=O)CSc1ccc(C)cc1
→ -2, 8, -0.2, -2, -1.6, -3, 7, 1, -2
- CCOc1ccc2ccc(OCC)c(/C=N/n3cnnc3)c2c1
→ 1, 5, 0.0, 8, 1.8, 6, -5, -1, -7
- Cn1c(=O)c2c(n(Cc3ccccc3)c1=O)NC(=O)C2CC(=O)O (configuration not stated)
→ 0, -4, 0.1, -3, -0.7, -2, 6, -4, 19
- CN1CCc2c(C#N)c(N3CCOCC3)nc(NCC3CCCO3)c2C1 (configuration not stated)
→ 0, -5, -0.1, -1, -1.3, -3, 5, -7, -13
- CC(C)CSc1nc2ccccc2n1CC(N)=O
→ -1, 0, 0.0, 2, -1.4, -2, 7, -2, -1
- COCCCNC(=O)c1ccccc1N(Cc1ccccc1)S(=O)(=O)c1ccc(OC)cc1
→ 5, 3, 0.1, 1, -1.0, -1, 5, -1, 2
- Cc1cc(NC(=O)C(C)SCC(=O)OC(C)C(=O)Nc2cccc(C#N)c2)no1 (configuration not stated)
→ -5, -4, 0.1, 0, -0.3, -12, 7, -1, -4
- CC(=O)c1ccc(S(=O)(=O)NCc2ccc(C(=O)NCC(c3ccccc3)N(C)C)cc2)cc1 (configuration not stated)
→ 5, 1, 0.0, 6, 3.9, 0, -5, 4, 11
- COc1nc(C#N)nc(N(C)C)n1
→ -6, 6, 0.1, -2, -0.6, 1, -6, 0, -27
- Cc1oc(-c2ccccc2)cc1C(=O)NC1CCN(Cc2ccccc2)CC1
→ -3, 2, 0.0, -3, -0.2, 0, -4, -4, -2
- Cc1noc(C)c1CSc1nnnn1-c1ccc(Cl)cc1
→ -1, -2, 0.1, 5, 0.3, -4, 3, -4, 13
- Cc1ccc(OCCNC(=O)CCNS(=O)(=O)c2ccc(C)cc2)cc1
→ -3, 0, 0.1, 0, 2.5, 6, -3, -2, 0
- Cc1ccc(NC(=O)CCC(=O)NCCO)cc1
→ -1, -9, 0.1, 1, 1.0, -2, 9, -5, -9
- COCCNC(=O)C(c1ccccc1)N(Cc1cccs1)C(=O)Cn1nnc2ccccc21 (configuration not stated)
→ -1, -10, -0.1, -10, -3.6, 2, 8, -1, 10&4
- O=C(N/N=C/c1ccc(OC(=O)c2cccs2)cc1)c1ccc(F)cc1
→ 1, -3, -0.1, -1, 0.7, -1, 16, -3, -3
- COCCNc1nc(NCc2ccccc2)c2cnn(C)c2n1
→ 0, 1, 0.0, -2, -0.1, 3, 2, -3, -7
- Cc1cccn2c(=O)cc(COC(=O)C(C)Oc3ccccc3)nc12 (configuration not stated)
→ ·, 2, -0.3, ·, ·, ·, 0, ·, -4
- COCCCNc1nc2c(-c3cccc(C(F)(F)F)c3)nnn2c2ccccc12
→ 0, 6, -0.2, -3, 2.9, -3, 4, -2, -21

Next results.
Screens in order – PP1 counter, procasp3 activ, Efflux pump mplx, HCV core dimer, PP5 inh, CTSL1 counter, proCasp7 act, TPT1 inhibitor, JMJD2C inh
- CC(C)C1(CCNC(=O)c2cccs2)CCOC(C)(C)C1 (configuration not stated)
→ -5, -9, 0.0, 3, -2.2, -1, -4, 1, 4
- CC(C(=O)N1CCCCC1)N1CCN(S(=O)(=O)c2ccc(Cl)cc2)CC1 (configuration not stated)
→ 3, -5, 0.1, ·, 1.6, ·, 0, ·, -1
- O=C(Cc1cccc(NC(=O)C2CCCN(C(=O)C3CCC3)C2)c1)Nc1cccc(C(=O)N2CCCC2)c1 (configuration not stated)
→ 0, 6, -0.3, ·, 0.7, ·, 4, ·, 0
- COc1ccc(N(CC(=O)Nc2nc3ccc(C)cc3s2)S(=O)(=O)c2c(C)nn(C)c2C)cc1
→ 4, 5, -0.2, -5, 2.0, 4, -7, 0, 12
- CCn1c(-c2ccc(F)cc2)cnc1SCC(=O)N1CCc2ccccc21
→ 1, -1, 0.1, 7, 6.6, 1, 9, -1, -6
- COc1ccc(NC(=O)c2nc3nc(C)cc(C(F)F)n3n2)cc1OC
→ 3, 10, -0.1, 5, -0.3, 2, -2, -4, -1
- Cc1ccc(S(=O)(=O)N2CCC(=O)N(CCOC(=O)NCc3ccccc3)CC2)cc1
→ -3, 5, 0.1, -7, 2.8, 4, -5, 1, ·
- O=C1OC(N2CCN(c3ccccn3)CC2)c2ccccc21 (configuration not stated)
→ 1, -4, -0.1, -6, -0.6, -3, 4, 0, -3
- CCOc1ccc(NS(=O)(=O)c2ccc3[nH]cc(C(=O)N(CC)CC)c(=O)c3c2)cc1
→ -1, 7, 0.0, -1, 0.6, -3, 0, -4, ·
- CC(Oc1ccc(Br)cc1)C(=O)NCC(c1cccs1)N1CCOCC1 (configuration not stated)
→ -2, 1, 0.0, -3, 0.5, 4, 0, -1, -3
- Cc1noc(C)c1C(=O)NCCc1ccc(Cl)cc1
→ 4, -10, 0.1, -1, -1.9, 10, 4, -3, 3
- Cc1nn(CC(=O)NCCc2ccc(Cl)cc2)c(=O)c2cccn12
→ 1, -1, -0.1, 2, 1.2, 2, 7, -2, 22
- Cc1cccc(OCc2n[nH]c(=S)n2Cc2ccccc2)c1
→ 3, -20, 0.1, 1, 2.2, -1, -16, -2, 2
- COc1ccc(S(=O)(=O)N2CCNCC2)cc1
→ 0, 11, 0.1, -1, -5.7, -6, -8, -3, 4
- O=C(Nc1ccccc1C(=O)NCCCN1CCOCC1)c1ccc(F)cc1F
→ -2, 2, 0.4, -6, 1.1, -2, -4, 0, 3
- CCOc1ccc(Cc2nnc(N)s2)cc1OCC
→ 0, 7, 0.1, -2, -1.2, 3, 0, -4, -5
- CC(C)C1N(C(N)=S)N=CC1(C)C (configuration not stated)
→ -3, 4, 0.1, -6, 2.5, -2, -2, -6, -10
- CNC(=S)NNC(=O)c1cccc(N(C)C)c1
→ -1, 0, 0.1, -1, -1.1, -3, -2, 3, 8
- CCN1CCN(C(C)C(=O)NC2CCCCC2)CC1 (configuration not stated)
→ 2, 0, 0.0, -1, -0.2, 2, 7, 2, 17
- O=C1C2C3C=CC(C3)C2C(=O)N1Nc1ccc([N+](=O)[O-])cc1[N+](=O)[O-] (configuration not stated)
→ -6, 2, 0.2, 1, 2.4, 0, 6, -1, 8
- CCCCN(C(=O)c1cc(-c2ccco2)nc2ccccc12)c1c(N)n(CCC)c(=O)[nH]c1=O
→ 0, -13, 0.0, ·, -1.5, ·, -18, ·, -12
- CCN(CC)S(=O)(=O)c1ccc(C)c(NC(=S)N2CCN(Cc3ccc4c(c3)OCO4)CC2)c1
→ -1, -3, 0.0, 0, 4.4, -3, -8, -5, 0
- CCOc1ccc(Br)cc1S(=O)(=O)Nc1cccc(S(=O)(=O)NC2=NCCC2)c1
→ 1, 2, -0.2, 5, -4.8, 1, 5, -2, 5
- COc1ccc(NC2c3ccccc3C(=O)N2c2cccnc2)cc1Cl (configuration not stated)
→ -1, 6, 0.0, 0, -1.2, 4, 10, -2, 3
- CS(=O)(=O)c1nc(-c2ccccc2)c(-c2ccccc2)[nH]1
→ 1, 0, -0.1, 1, 1.0, -2, 2, 2, 5
- Cc1c(NC(=O)OC(C)C)sc(=S)n1C
→ -6, 4, -0.1, 0, 0.0, 1, 1, -5, -6
- O=C(NCc1cccnc1)C1CC2c3ccccc3C1c1ccccc12 (configuration not stated)
→ -1, 1, 0.1, 3, 0.4, 0, 4, 0, -11
- CCOc1ccc(-c2c(=O)n(OCc3ccc([N+](=O)[O-])cc3)c3ccccc3[n+]2[O-])cc1
→ 0, -1, -0.2, 11, 0.9, 0, -8, -1, -2

An excerpt of these results, field by field.
> COCCCNc1nc2c(-c3cccc(C(F)(F)F)c3)nnn2c2ccccc12
  PP1 counter = 0
  procasp3 activ = 6
  Efflux pump mplx = -0.2
  HCV core dimer = -3
  PP5 inh = 2.9
  CTSL1 counter = -3
  proCasp7 act = 4
  TPT1 inhibitor = -2
  JMJD2C inh = -21
> O=C1OC(N2CCN(c3ccccn3)CC2)c2ccccc21 (configuration not stated)
  PP1 counter = 1
  procasp3 activ = -4
  Efflux pump mplx = -0.1
  HCV core dimer = -6
  PP5 inh = -0.6
  CTSL1 counter = -3
  proCasp7 act = 4
  TPT1 inhibitor = 0
  JMJD2C inh = -3
